Tcruzi prolif: T. cruzi proliferation inhibition. T. cruzi beta-gal in NIH3T3, GalScreen luminescence, 90 h. inhibition, % at 8.34 µM. 77,000 compounds, 5.9% hits. AID 624255;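 active = mean inhibition above about 93%, with at least 55% of replicates each passing it, limit read from the data, passing the limit was not always enough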
Pf Dd2 inh: P. falciparum Dd2 growth inhibition; SYBR Green, 72 h; hits give low values; activity change, % at 10 µM; 94,000 compounds, 2.3% hits; AID 1159554; in the data active = activity change below about -80%
GASC1 inh: inhibitors of human demethylase GASC-1 KDM4C; inhibition, % at 12.5 µM; 96,000 compounds, 0.15% hits; GST-KDM4C 2-372, H3K9me3 peptide, LANCE TR-FRET; Q9H3R0; AID 720574;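 active = mean replicate inhibition above about 25%, with at least 55% of replicates also reaching it, limit read from the data, passing the limit was not always enough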
Target sequence (Q9H3R0 2-372 limits assumed): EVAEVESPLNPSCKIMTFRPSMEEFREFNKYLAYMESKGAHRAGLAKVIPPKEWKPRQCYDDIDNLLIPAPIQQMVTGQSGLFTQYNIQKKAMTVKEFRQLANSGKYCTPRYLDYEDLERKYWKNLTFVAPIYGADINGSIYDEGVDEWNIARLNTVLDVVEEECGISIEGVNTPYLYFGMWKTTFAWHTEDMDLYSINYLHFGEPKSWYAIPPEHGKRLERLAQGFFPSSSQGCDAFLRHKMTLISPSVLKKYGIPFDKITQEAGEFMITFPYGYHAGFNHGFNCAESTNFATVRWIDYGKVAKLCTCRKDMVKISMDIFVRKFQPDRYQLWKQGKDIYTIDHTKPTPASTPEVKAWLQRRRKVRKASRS
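Material: N-terminal GST-fused human GASC-1 (KDM4C) fragment, residues 2-372. Input: 10 nM enzyme. Incubation: enzyme reaction 30 min, then detection 60 min, both room temperature. Doses: one test concentration per compound. Read-out basis: inhibition from TR-FRET ratio decrease. Detection: LANCE TR-FRET, excitation 340 nm, emissions 618 and 671 nm.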
C diff growth: C. difficile growth inhibition | Clostridium difficile clinical isolate growth, OD600, 24 h; hits give low values | growth activity, negative = inhibition, % at 16 µg/mL (by protocol) | 86,000 compounds, 0.25% hits | AID 1259249;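 active = mean growth activity at or below -80% and every replicate also at or below -80%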;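 also: 0% = DMSO wells and -100% = levofloxacin 16 µg/mL wells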
An asterisk follows results filed as active; . = not tested or not shown; & = joins results of further samples.

The opening three records, to show the layout:
1) N#Cc1cccc(-c2ccc([C@H]3[C@@H](CO)N4CCCCN(C(=O)Cc5ccccc5)C[C@H]34)cc2)c1
2) O=C(Cc1cccnc1)N1CCCCN2[C@H](C1)[C@@H](c1ccc(/C=C/c3ccccc3)cc1)[C@@H]2CO
3) O=C1CNC[C@H]2[C@H](c3ccc(Br)cc3)[C@H](CO)N12

| compound no. | 1 | 2 | 3 |
| --- | --- | --- | --- |
| Tcruzi prolif | 109* | 103* | . |
| Pf Dd2 inh | 6 | -13 | 27 |
| GASC1 inh | -0.6 | 2.5 | -0.6 |
| C diff growth | 2 | 1 | 12 |

Results, previewed entries included:
1) N#Cc1cccc(-c2ccc([C@H]3[C@@H](CO)N4CCCCN(C(=O)Cc5ccccc5)C[C@H]34)cc2)c1
2) O=C(Cc1cccnc1)N1CCCCN2[C@H](C1)[C@@H](c1ccc(/C=C/c3ccccc3)cc1)[C@@H]2CO
3) O=C1CNC[C@H]2[C@H](c3ccc(Br)cc3)[C@H](CO)N12
4) O=C(Cc1ccccc1)N1CC2(C1)[C@@H](c1ccccc1)[C@@H](CO)N2Cc1cccc(F)c1
5) CCC(=O)N1[C@@H]2Cn3c(ccc(-c4ccc(F)cc4)c3=O)[C@H]1[C@@H](C(=O)OC)[C@@H]2CO
6) O=C(Cc1ccccc1)N1C[C@@H]2[C@H](c3ccccc31)[C@H](CO)N2Cc1ccccc1

| compound no. | 1 | 2 | 3 | 4 | 5 | 6 |
| --- | --- | --- | --- | --- | --- | --- |
| Tcruzi prolif | 109* | 103* | . | . | 21 | 97* |
| Pf Dd2 inh | 6 | -13 | 27 | -28 | . | -16 |
| GASC1 inh | -0.6 | 2.5 | -0.6 | 0.7 | -1.7 | 0.3 |
| C diff growth | 2 | 1 | 12 | 1 | -6 | -6 |

Reformatted: entries from further up.
nr | SMILES | Tcruzi prolif | Pf Dd2 inh | GASC1 inh | C diff growth
1 | N#Cc1cccc(-c2ccc([C@H]3[C@@H](CO)N4CCCCN(C(=O)Cc5ccccc5)C[C@H]34)cc2)c1 | 109* | 6 | -0.6 | 2
4 | O=C(Cc1ccccc1)N1CC2(C1)[C@@H](c1ccccc1)[C@@H](CO)N2Cc1cccc(F)c1 | . | -28 | 0.7 | 1
3 | O=C1CNC[C@H]2[C@H](c3ccc(Br)cc3)[C@H](CO)N12 | . | 27 | -0.6 | 12

(next part)
7) O=C(O)[C@@H]1[C@@H](CO)[C@@H]2Cn3c(cccc3=O)[C@H]1N2C(=O)c1ccccc1
8) COC(=O)[C@H]1[C@H](CO)[C@H]2Cn3c(ccc(C4=CCCCC4)c3=O)[C@@H]1N2Cc1cccnc1
9) N#Cc1ccc(-c2ccc([C@H]3[C@@H](CO)N4CCCCN(C(=O)Cc5ccccc5)C[C@@H]34)cc2)cc1
10) CCCNC(=O)N1[C@@H]2Cn3c(ccc(-c4cccc(C(=O)N(C)C)c4)c3=O)[C@H]1[C@@H](C(=O)O)[C@@H]2CO
11) COC(=O)[C@H]1[C@H](CO)[C@H]2Cn3c(ccc(-c4ccncc4)c3=O)[C@@H]1N2S(=O)(=O)c1ccccc1F
12) COc1ccc(C#Cc2ccc([C@H]3[C@@H](CO)N4CCCCN(C(=O)Cc5ccccc5)C[C@@H]34)cc2)cc1

| compound no. | 7 | 8 | 9 | 10 | 11 | 12 |
| --- | --- | --- | --- | --- | --- | --- |
| Tcruzi prolif | 56 | 21 | 81 | . | 11 | 87 |
| Pf Dd2 inh | . | 7 | 29 | 8 | 9 | -34 |
| GASC1 inh | -0.7 | 0.1 | -3.4 | 0.2 | -0.9 | -2.2 |
| C diff growth | -1 | -2 | -6 | 4 | -3 | -1 |

13) COc1ccc(OC(=O)N(C)C[C@H]2OCc3cnnn3CCCC(=O)N([C@@H](C)CO)C[C@H]2C)cc1
14) COC(=O)[C@H]1[C@H](CO)[C@H]2Cn3c(ccc(C4=CCCCC4)c3=O)[C@@H]1N2CC1CC1
15) COC(=O)[C@@H]1[C@@H](CO)[C@@H]2Cn3c(ccc(C4=CCCC4)c3=O)[C@H]1N2Cc1ccccn1
16) N#Cc1cccc(-c2ccc([C@@H]3[C@H]4CN(C(=O)Cc5ccccc5)CCCCN4[C@H]3CO)cc2)c1
17) N#Cc1cccc(-c2ccc([C@@H]3[C@H]4CN(C(=O)Cc5ccncc5)CCCCN4[C@H]3CO)cc2)c1
18) COC(=O)[C@@H]1[C@@H](CO)[C@@H]2Cn3c(ccc(-c4ccccc4F)c3=O)[C@H]1N2C(=O)C1CC1

| compound no. | 13 | 14 | 15 | 16 | 17 | 18 |
| --- | --- | --- | --- | --- | --- | --- |
| Tcruzi prolif | -15&47 | 12 | 80 | 90 | 108* | -24 |
| Pf Dd2 inh | 7&8 | . | . | -12 | 5 | 26 |
| GASC1 inh | -0.1 | 0.1 | 1.8 | 0.3 | -1.2 | -4.0 |
| C diff growth | 1 | 0 | 2 | -14 | 0 | -6 |

19) Cc1ccc(OC(=O)N(C)C[C@@H]2OCc3cnnn3CCCC(=O)N([C@H](C)CO)C[C@H]2C)cc1
20) C/C=C/c1ccc([C@H]2[C@@H](CO)N3CCCCN(C(=O)Cc4ccncc4)C[C@@H]23)cc1
21) O=C(Cc1ccccn1)N1CCCCN2[C@H](CO)[C@H](c3ccc(C#Cc4ccccc4)cc3)[C@@H]2C1
22) COC(=O)[C@H]1[C@H](CO)[C@H]2Cn3c(ccc(-c4ccccc4F)c3=O)[C@@H]1N2
23) CC=Cc1ccc2n(c1=O)C[C@@H]1[C@@H](CO)[C@H](C(=O)OC)[C@H]2N1S(=O)(=O)c1ccccc1C (mixture of isomers)
24) Cc1ccc(OC(=O)N(C)C[C@H]2OCc3cnnn3CCCC(=O)N([C@H](C)CO)C[C@@H]2C)cc1

| compound no. | 19 | 20 | 21 | 22 | 23 | 24 |
| --- | --- | --- | --- | --- | --- | --- |
| Tcruzi prolif | -7 | 21 | 116* | 5 | 8 | 15&-32 |
| Pf Dd2 inh | -3 | -11 | -71 | . | -6 | -6&-15 |
| GASC1 inh | . | -0.2 | 0.0 | -3.8 | -2.9 | 0.9 |
| C diff growth | -1 | -1 | -18 | 5 | -8 | -3 |

25) OC[C@H]1[C@H]2c3ccccc3NC[C@H]2N1Cc1cccnc1
26) C/C=C/c1ccc([C@@H]2[C@@H](CO)N3CCCCN(C(=O)Cc4cccnc4)C[C@@H]23)cc1
27) CCCNC(=O)[C@H]1[C@H](CO)[C@H]2Cn3c(cccc3=O)[C@H]2N1C
28) C/C=C/c1ccc([C@@H]2[C@@H](CO)N3CCCCN(C(=O)Cc4ccncc4)C[C@H]23)cc1
29) O=C(O)[C@H]1[C@H](CO)[C@H]2Cn3c(cccc3=O)[C@@H]1N2C(=O)c1ccccc1
30) COc1ccc(C#Cc2ccc([C@@H]3[C@@H](CO)N4CCCCN(C(=O)Cc5cccnc5)C[C@@H]34)cc2)cc1

| compound no. | 25 | 26 | 27 | 28 | 29 | 30 |
| --- | --- | --- | --- | --- | --- | --- |
| Tcruzi prolif | 61 | 35 | 7 | 47 | 42 | 108* |
| Pf Dd2 inh | -10 | 10 | . | -24 | . | -20 |
| GASC1 inh | -0.2 | -2.2 | 0.9 | -0.1 | 0.4 | 8.5 |
| C diff growth | -4 | -4 | -3 | -2 | -2 | -8 |

Part of the list above in order of molecular weight, descending.
26) C/C=C/c1ccc([C@@H]2[C@@H](CO)N3CCCCN(C(=O)Cc4cccnc4)C[C@@H]23)cc1
29) O=C(O)[C@H]1[C@H](CO)[C@H]2Cn3c(cccc3=O)[C@@H]1N2C(=O)c1ccccc1
27) CCCNC(=O)[C@H]1[C@H](CO)[C@H]2Cn3c(cccc3=O)[C@H]2N1C

| compound no. | 26 | 29 | 27 |
| --- | --- | --- | --- |
| Tcruzi prolif | 35 | 42 | 7 |
| Pf Dd2 inh | 10 | . | . |
| GASC1 inh | -2.2 | 0.4 | 0.9 |
| C diff growth | -4 | -2 | -3 |

Values in list order from the entries so far:
Tcruzi prolif, nos. 4–14 → ., 21, 97*, 56, 21, 81, ., 11, 87, -15&47, 12
GASC1 inh, nos. 4–14 → 0.7, -1.7, 0.3, -0.7, 0.1, -3.4, 0.2, -0.9, -2.2, -0.1, 0.1

Later entries.
31) C/C=C/c1ccc([C@H]2[C@H]3CN(C(=O)Cc4cccnc4)CCCCN3[C@H]2CO)cc1
32) C/C=C/c1ccc([C@H]2[C@@H](CO)N3CCCCN(C(=O)Cc4ccncc4)C[C@H]23)cc1
33) O=C(O)[C@@H]1[C@@H](CO)[C@@H]2Cn3c(ccc(-c4ccncc4)c3=O)[C@H]1N2C(=O)C1CCCCC1
34) COc1ccc(OC(=O)N(C)C[C@@H]2OCc3ccccc3-c3c(n(C)c4ccccc34)C(=O)N([C@H](C)CO)C[C@H]2C)cc1
35) COc1ccc(C#Cc2ccc([C@@H]3[C@H]4CN(C(=O)Cc5ccccc5)CCCCN4[C@H]3CO)cc2)cc1

| compound no. | 31 | 32 | 33 | 34 | 35 |
| --- | --- | --- | --- | --- | --- |
| Tcruzi prolif | 3 | 65 | 58 | . | 99* |
| Pf Dd2 inh | 15 | -36 | 3 | -53 | -46 |
| GASC1 inh | -0.4 | -1.0 | 14 | -2.3 | -0.9 |
| C diff growth | 1 | 2 | -5 | 6 | 0 |

Bioassay records deposited in PubChem BioAssay by Broad Institute.

Only part of the results is shown. The share of hits here may be higher or lower than overall.
